# mouse IAP activators – activators of mouse IAP, confirmation, biochemical, luminescence, single concentration (AID 434970); purified mouse IAP, CDP-Star luminescence, 30 min; hits give low values; activity change, negative = activation, % at 10 µM; 11,000 compounds, 2.9% hits; in the data active = activity change below about -85%;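 also: percent relative to enzyme plus DMSO wells and wells without enzyme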
# mouse IAP activators Fold change – further read-out of mouse IAP activators, marked with its call; activation factor; measured here: IAP activation factor; hits give high values;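 fold luminescence change scaled to plate control wells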
# * = called active by the depositor. A portion of the library; the hit share may differ from the screen's.
mouse IAP activators Fold change	mouse IAP activators	structure
1.1	-10.0	CCOC(=O)C(CC)n1nc(C)n2c(cc3occc32)c1=O (stereo unspecified)
0.764	23.5	COc1ccc(N/N=C(/Oc2ccc([N+](=O)[O-])cc2)C(C)=O)cc1
1.07	-7.2	CCN=C1SC(C(=O)Nc2cccc(C(=O)O)c2)CC(=O)N1CC (stereo unspecified)
0.938	6.2	N#CNC(N)=Nc1cccc(Cl)c1
0.965	3.5	C=CCSc1nc2c(sc3nc(C)cc(C)c32)c(=O)[nH]1
0.929	7.1	COc1ccc(Cc2c[nH]c(=O)[nH]c2=O)cc1
1.07	-7.0	CC(C)(C)c1cccc(/C=N/O)c1O
0.893	10.7	Clc1ccc2c(c1)c1cc(Cl)ccc1n2CN1CCOCC1
0.78	22.1	Cc1c(N2C(=O)/C(=C\c3cccc4ccccc34)SC2=S)c(=O)n(-c2ccccc2)n1C
0.872	12.8	COC(=O)c1ccc(NC(=O)CSCC(=O)OCC(=O)c2ccc(Br)cc2)cc1
1.97*	-96.6*	COc1cccc(NC(=O)NC(C)C2CC3CCC2C3)c1 (stereo unspecified)
0.901	9.9	COc1ccc(CCCc2nnc(SCC(=O)Nc3nc(C)cs3)n2C)cc1C
0.984	1.7	O=C(NC12CC3CC(CC(C3)C1)C2)c1cnccn1
1.03	-3.4	COc1cccc(CN2C(=O)CCC2(C)C(=O)NC2CCCC2)c1 (stereo unspecified)
1.09	-9.1	COc1ccccc1CNCCS(=O)(=O)NN1CCOCC1
0.979	2.1	CC12CCC(C(=O)N(CSC(=S)N/N=C\c3ccccc3)C1=O)C2(C)C (stereo unspecified)
1.42	-41.8	Cc1oc(S(=O)(=O)N2CCCCC2)cc1NC(=O)Nc1ccc(Cl)cc1
1.03	-2.7	COC(=O)[C@@]1(C)[C@H]2C(=O)N(Cc3ccccc3)C(=O)[C@H]2[C@H]2CN=C(SCc3ccccc3)N21
0.97	3.0	CC(=O)Nc1ccc(Cc2ccncc2)cc1
1.32	-32.2	O=C(Cc1ccc(F)cc1)N[C@@H]1c2ccccc2CC[C@H]1OCc1ccccc1
1.01	-0.9	CCOC(=O)c1sc(NC(=S)NC(=O)CC(C)C)cc1C
2.74*	-173.5*	COc1ccc(S(=O)(=O)N(C)C[C@H]2Oc3ccc(NC(=O)NC4CCCCC4)cc3C(=O)N([C@H](C)CO)C[C@@H]2C)cc1
0.998	0.2	Cc1ccc(NC(=O)CN(C)c2ccc(S(=O)(=O)N3CCN(C)CC3)cn2)cc1
0.908	9.2	CCOC(=O)C1=NN(c2ccc(Cl)cc2)C(c2ccccc2)CC1=O (stereo unspecified)
1.14	-14.4	COc1ccc2[nH]c3c(c2c1)CCN1C(=O)C(CC(=O)NCc2ccc(OC)c(OC)c2)C[C@H](C(=O)N2CCOCC2)[C@@]31CCC1CCCC1 (stereo partly specified)
0.928	7.2	Cc1cc(=O)oc2c3c4c(cc12)OCCN4CCC3
1.43	-42.8	FC(F)(F)c1cccc(NC(=S)NCC2COc3ccccc3O2)c1 (stereo unspecified)
0.923	7.8	O=C(Cn1nc(Cl)nc1Cl)c1ccc2c(c1)OCCO2
1.05	-5.1	O=C(NNC(=O)C1CCN(S(=O)(=O)c2ccc(Cl)cc2)CC1)c1ccc(Cl)cc1
0.952	4.8	CCOc1ccccc1NC(=O)CN(C)S(=O)(=O)c1cccc2nsnc12
0.958	4.2	OCCSc1nc(-c2cccnc2)nc2ccccc12
0.968	3.2	CCOCCCNC(=O)c1c[nH]c2cc(C)ccc2c1=O
0.968	3.2	O=C1CC(C(=O)Nc2ccccc2)N=C(N2CCOCC2)N1 (stereo unspecified)
0.998	0.2	Cc1ccc(C)n1N1C(=O)/C(=C\c2ccc(Cl)cc2)SC1=S
1.04	-4.3	Cc1cc(C(F)(F)F)nc(SCc2ccc(C(=O)O)o2)n1
0.94	6.0	COc1ccc(C(=S)N2CCCCCC2)cc1
2.15*	-115.2*	O=C(Nc1ccc(F)c(Cl)c1)Nc1csc2ccccc12
0.941	5.9	COc1ccccc1NC(=O)N1c2ccc(F)cc2CCC1C (stereo unspecified)
1.41	-41.0	S=C(NCc1ccc(Cl)cc1Cl)Nc1ccccc1
7.35*	-634.9*	C#CCOCCOCCOCCNc1nc(N2CCN(C(=O)CCCCCCCCCCNC(=O)[C@@H](CCSC)n3cc(CCO)nn3)CC2)nc(N2CCN(C(=O)CCCCCCCCCCNC(=O)[C@H]([C@@H](C)CC)n3cc(CCCCCN)nn3)CC2)n1
1.09	-9.1	O=C(NCc1ccco1)C1CCCN1C(=O)NCc1ccccc1 (stereo unspecified)
1.03	-3.3	O=C(CCNS(=O)(=O)c1cccs1)NCc1cccs1
1.38	-37.5	COc1cccc(-c2nn(C)c3sc(C(=O)NCc4ccc(C)cc4)cc23)c1
1.03	-2.6	COc1ccc(C(=O)NCc2ccccn2)cc1
0.93	7.0	O=C(NCc1ccc2c(c1)OCO2)C1CCCN1C(=O)Nc1ccc(F)cc1 (stereo unspecified)
1.05	-4.7	Cc1ccc(-c2nn(CC(=O)NC(C)c3ccccc3)c(=O)c3ccccc23)cc1 (stereo unspecified)
0.923	7.7	O=c1c2ccccc2oc2c1oc1ccccc12
1.07	-7.0	COc1ccc(C)cc1N(CC(N)=O)S(=O)(=O)c1ccc(C)cc1
0.97	3.0	CCOC(=O)C1C(C(=O)OC)=C(c2ccc(F)cc2)c2ccccc2N1S(=O)(=O)C(F)(F)F (stereo unspecified)
0.869	13.1	N#Cc1sc2nc3c(c(-c4ccco4)c2c1N)CCCC3

# Additional compounds:
mouse IAP activators Fold change	mouse IAP activators	structure
0.899	10.1	Cc1ccccc1C(=O)Nc1ccccc1C(=O)N/N=C\c1ccco1
0.948	5.2	Cc1ccc(-c2csc3ncn(CC(=O)N4CCOCC4)c(=O)c23)cc1C
0.96	4.1	O=C(COCc1ccccc1)N[C@@H]1c2ccccc2CC[C@H]1OCc1ccccc1
1.02	-2.1	CCOc1nc(Nc2ccc(OC)cc2)nc(OCC)n1
1.08	-8.5	CCN(CC)S(=O)(=O)c1cccc(C(=O)Nc2cc(C)cc(C)c2)c1
0.843	15.7	COc1ccccc1N(CC(=O)NC1CCCC1)C(=O)CCC(=O)Nc1cc(C)on1
0.962	3.8	O=S(=O)(Nc1cccnc1)c1ccc(Cl)cc1
0.998	0.2	Cn1c(-c2ccc(F)cc2)cc2onc(-c3c(F)cccc3Cl)c2c1=O
1.17	-17.2	CC[C@]12c3[nH]c4ccc(Cl)cc4c3CCN1C(=O)[C@@H](CC(=O)NCCCn1ccnc1)C[C@@H]2C(=O)N1CCN(C(=O)c2ccco2)CC1
0.426	57.4	CCN(Cc1ccccc1)C(c1cc2cc(C)ccc2[nH]c1=O)c1nnnn1CCOC (stereo unspecified)
1.48	-47.6	COC(=O)c1cccc(NC(=O)Nc2ccc(Cl)cc2)c1
0.976	2.5	Cc1ccc(C(=O)NCCCC(=O)O)o1
1.11	-10.6	CN(C)c1nc(SCc2ccccc2)nc(N2CCOCC2)n1
0.924	7.6	Nc1[nH]ncc1N=Nc1ccc(Cl)cc1
1.52	-52.1	CCOC(=O)c1cccc(NC(=S)NCc2ccc(C)cc2)c1
0.871	12.8	CC1CCCN(c2nc3ccccc3nc2C(C#N)S(=O)(=O)c2ccccc2)C1 (stereo unspecified)
1.11	-11.2	CN(C)C(=O)CCc1ccc2c3c([nH]c2c1)[C@]1(C)[C@@H](C(=O)N2CCOCC2)C[C@H](CC(=O)NC(C)(C)C)C(=O)N1CC3
0.974	2.5	COC(=O)c1ccccc1NC(=O)Cn1ccnc1
1.03	-2.5	CCS(=O)(=O)Nc1cccc(C(=O)CC2(O)C(=O)Nc3ccccc32)c1 (stereo unspecified)
0.956	4.3	Cc1cccc(C)c1NC(=O)CCS(=O)(=O)c1cccc2nsnc12
0.964	3.7	CC(=O)Oc1cccc(N2C(=O)C3C(C2=O)C2C=CC3C23CC3)c1 (stereo unspecified)
0.962	3.9	O=[N+]([O-])c1cn(-c2nc(-c3ccco3)cc(C(F)(F)F)n2)cn1
1.04	-3.5	COc1cc(C)nc(Oc2ccc(OCc3ccccc3)nn2)n1
0.398	60.2	CNC[C@H](O)c1ccc(O)c(O)c1
1.07	-6.7	C/C(=N\NC(=O)CSCc1ccccc1Cl)c1cccc(NC(=O)c2ccccc2)c1

# Profiles, looked up by structure. Order of values: mouse IAP activators Fold change	mouse IAP activators
# Profile of Cc1ccc(C(=O)NCCCC(=O)O)o1 = 0.976	2.5
# Profile of CCN(CC)S(=O)(=O)c1cccc(C(=O)Nc2cc(C)cc(C)c2)c1 = 1.08	-8.5
# Profile of O=S(=O)(Nc1cccnc1)c1ccc(Cl)cc1 = 0.962	3.8

# Next compounds:
mouse IAP activators Fold change	mouse IAP activators	structure
0.913	8.7	CCOc1ccc2nc(NC3=NC(C)(C)C=C(C)N3)nc(C)c2c1
1.02	-1.5	COc1cc(-c2nnc3sc(C4CCCCC4)nn23)cc(OC)c1OC
0.923	7.7	COC(=O)c1ccccc1NC(=O)CN1C(=O)CSC1=O
0.948	5.2	Cc1cc(C)cc(CSc2nnc(C)c(=O)[nH]2)c1
0.974	2.5	CCCCN(C)CCCNC(=O)c1ccc(N2CCCC2=O)cc1
1.02	-1.5	CCn1cc(-c2nnnn2-c2ccc(Cl)cc2)c(=O)c2ccccc21
0.94	6.0	Cc1ccc(S(=O)(=O)NC(=O)NC(C)(C)C)cc1
0.925	7.5	OC(CN1CCCCC1)CN1CCCCC1
0.857	14.3	COC(=O)c1c(-c2ccccc2)csc1N
0.935	6.5	FC(F)(F)c1nc(N2CCCC2)ncc1-c1nnnn1-c1ccc(Cl)cc1
0.869	13.1	O=S(=O)(c1ccccc1Cl)N1CCCC1c1nc(-c2ccccc2Cl)no1 (stereo unspecified)
0.974	2.5	CCCC(=O)NC(=S)Nc1ccccc1C(F)(F)F
1.04	-4.5	Cn1nc(C(F)(F)F)c2cc(NC(=O)OCc3ccc(F)cc3)sc21
0.18	81.9	O=C(COc1ccccc1C(=O)N/N=C\c1ccc(O)c(O)c1)N/N=C/c1ccc(O)c(O)c1
1.1	-9.8	COc1ccc2[nH]c3c(c2c1)CCN1C(=O)C(CC(=O)NCCC2=CCCCC2)C[C@H](C(=O)N2CCOCC2)[C@@]31CCC1CCCC1 (stereo partly specified)
0.899	10.1	O=C(O)Cc1sc(-c2ccccc2)nc1-c1ccccc1
0.989	1.1	CCC(C)NCCOc1ccc(Br)cc1 (stereo unspecified)
0.861	13.9	CC(CC(=O)NC1CCCC1)c1ccccc1 (stereo unspecified)
1	-0.3	Cc1ccc(OCCCC(=O)Nc2nncs2)cc1
1.01	-1.1	COc1ccc(-c2nc(-c3cccs3)c(-c3cccs3)[nH]2)cc1OC
0.92	8.0	O=C(CCCCCn1c(=O)[nH]c2ccccc2c1=O)N1CCN(Cc2ccc3c(c2)OCO3)CC1
1.02	-2.0	CCc1ccc(OCc2nnc(SCC(=O)N3CCN(c4ccccc4)CC3)o2)cc1
1.07	-6.8	Cc1ccc(C)c(N2CCN(C(c3ccc(N(C)C)cc3)c3nnnn3C(C)(C)C)CC2)c1 (stereo unspecified)
1.14	-14.0	CCCCN1C(=O)N(CCc2ccc(F)cc2)S(=O)(=O)c2cc(C(F)(F)F)ccc21
0.927	7.3	O=C(CCN1C(=O)CSC1=O)Nc1ccc(Br)cc1

# Part of the list above in order of number of heavy atoms, ascending:
mouse IAP activators Fold change	mouse IAP activators	structure
0.974	2.5	CCCC(=O)NC(=S)Nc1ccccc1C(F)(F)F
0.913	8.7	CCOc1ccc2nc(NC3=NC(C)(C)C=C(C)N3)nc(C)c2c1
1.01	-1.1	COc1ccc(-c2nc(-c3cccs3)c(-c3cccs3)[nH]2)cc1OC
1.07	-6.8	Cc1ccc(C)c(N2CCN(C(c3ccc(N(C)C)cc3)c3nnnn3C(C)(C)C)CC2)c1 (stereo unspecified)

# Continued.
mouse IAP activators Fold change	mouse IAP activators	structure
0.984	1.6	CCc1ccc(NC(=O)CCn2c(=O)oc3ccccc32)cc1
1	-0.2	Nc1[nH]nc2nc(N3CCCC3)nc(-c3ccccc3)c12
2.53*	-153.4*	C#CCOCCOCCOCCNc1nc(N2CCN(C(=O)CCCCCCCCCCNC(=O)Cn3cc(CCCCCN)nn3)CC2)nc(N2CCN(C(=O)CCCCCCCCCCNC(=O)[C@H](CO)n3cc(CCCSC)nn3)CC2)n1
1.38	-38.2	COc1ccc(CNC(=O)C[C@H]2C[C@H](C(=O)N3CCCCC3)[C@@]3(C)c4[nH]c5ccc(Cl)cc5c4CCN3C2=O)cc1OC
0.885	11.5	CCOC(=O)CC1C(=O)NCCN1S(=O)(=O)c1ccccc1Cl (stereo unspecified)
1.09	-9.2	O=C(Nc1ccccc1)c1ccncc1
0.926	7.4	CCS(=O)(=O)n1nc(-c2ccccc2)nc1N
0.913	8.7	CCOC(=O)C1=CN(Cc2cccc(-c3ccc(Cl)nc3)c2)S(=O)(=O)N(C)C1C (stereo unspecified)
1.02	-1.8	CN(C)NC(=S)Nc1ccc2nc(-c3ccccn3)c(-c3ccccn3)nc2c1
1.12	-11.8	O=C(O)COc1nsnc1N1CCOCC1
0.895	10.5	CCC(Sc1nnc(-c2ccc(C)c(Cl)c2)n1CC)C(=O)Nc1nccs1 (stereo unspecified)
0.97	3.0	COc1ccc(Cl)cc1NC(=O)CCc1ccccc1
0.896	10.4	O=C(CSCC(=O)OCC(=O)c1ccc(Br)cc1)Nc1ccc(Br)cc1
1.25	-24.6	Cc1ccc2[nH]c3c(N4CCN(Cc5ccccc5)CC4)ncnc3c2c1
0.898	10.2	CC(C)OC(=O)c1c(-c2ccc(C(C)C)cc2)csc1NC(=O)C1CCCO1 (stereo unspecified)
1.02	-2.4	O=C(CCn1c(=O)[nH]c2ccsc2c1=O)N1CCc2ccccc2C1
1.01	-1.2	CC(=O)c1cnc2c(-c3ccccc3)cnn2c1C
1.07	-7.3	COc1cc(Br)cc2cc(C(=O)N3CCCCC3C)c(=O)oc12 (stereo unspecified)
1.07	-7.4	CC(C)CCNC(=O)NC(=O)CSc1nnc(-c2ccccc2F)n1N
0.993	0.7	CN(C)S(=O)(=O)NCc1ccc2c(c1)OCO2
